From PubChem BioAssay
M5 PAM = human M5 muscarinic receptor positive allosteric modulators, primary screen, CHO-K1 cells, Fluo-8 calcium fluorescence. AID 624038, 2012. CHO-K1 hM5, ACh EC20 PAM; 0% = ACh EC20, 100% = ACh EC100. hit rate 0.3% among 360,000. Muscarinic acetylcholine receptor M5 (Homo sapiens), P08912. activation, % at 3 µM;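 active means activation above the run cutoff, the mean activation of all test compounds plus 3 SD, cut at about 18% in these data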
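System: CHO-K1 hM5 cells. Reagent: acetylcholine, EC20 level. Compound dosing: single dose, 3 µM nominal final test concentration. Timing: Post-acetylcholine fluorescence recording 140 s. Detection: Fluo-8 calcium fluorescence. Read-out: % activation, ACh-normalized. Benchmarks: ACh EC20 and EC100 wells. Repeats: singlicate, one well per test compound.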
CHRM4 PAM = human M4 muscarinic receptor positive allosteric modulators, primary screen, CHO-K1 cells, Fluo-8 calcium fluorescence; CHO-K1 hM4/Gqi5, ACh EC20; 0% = ACh EC20, 100% = maximal ACh; activation, % at 3 µM; hit rate 0.4% among 360,000;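 active means activation above its plate's cutoff, the mean activation of sample wells plus 3 SD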; further: some results filed as inactive read as strong as hits
CHRM4 agonist = human M4 muscarinic receptor agonists, primary screen, CHO-K1 cells, Fluo-8 calcium fluorescence; hit rate 0.14% among 360,000; CHO-K1 hM4/Gqi5; vehicle 0%, full acetylcholine response 100%; Muscarinic acetylcholine receptor M4 (Homo sapiens), P08173; activation, % at 3 µM;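 active means activation above the run mean over all test wells plus 3 SD, cut at about 32% in these data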;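 further: peak over basal fluorescence ratio per well then scaled between controls; 0% = DMSO wells and 100% = acetylcholine at EC100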
M5 ag = human M5 muscarinic receptor agonists, primary screen, CHO-K1 cells, Fluo-8 calcium fluorescence; Muscarinic acetylcholine receptor M5 (Homo sapiens), P08912; hit rate 0.19% among 360,000; activation, % at 3 µM; CHO-K1 hM5 cells; 0% DMSO wells, 100% maximal acetylcholine response; AID 624037, 2012;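 active means activation above the run's mean over test compounds plus 3 SD, cut at about 23% in these data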;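 further: signal is peak over basal fluorescence ratio across the kinetic read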
CRFBP-R2 block = antagonists of CRF-BP/CRF-R2 complex, primary screen, cell-based, HEK293, calcium dye fluorescence, uHTS | CRF-induced calcium fluorescence | inhibition, % at 11.8 µM | hit rate 0.59% among 350,000;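 active means inhibition of the ligand-induced calcium signal above about 50% at the single tested concentration, limit read from the data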
M5 antag = human M5 muscarinic receptor antagonists, primary screen, CHO cells, Fluo-8 calcium fluorescence. Muscarinic acetylcholine receptor M5 (Homo sapiens), P08912. CHO-hM5 cells, ACh EC80. inhibition, % at 3 µM. hit rate 0.59% among 360,000. AID 624040, 2012;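 active means inhibition above a per-plate cutoff, the mean of that plate's test compounds plus 3 SD, cut at about 27% in these data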;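 further: 0% = acetylcholine EC80 with DMSO and 100% = DMSO without agonist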
IDE inh = human IDE inhibitors in live cells, primary screen, fluorescence polarization, HEK cells, FAbetaB substrate | Insulin-degrading enzyme (Homo sapiens), P14735 | FAbetaB cleavage | inhibition, % at 5.59 µM | hit rate 0.41% among 320,000;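 active means percent inhibition above the average of all tested compounds plus 3 SD, set per screening campaign, cut at about 16% in these data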;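 further: IDE supplied by intact live HEK cells; FP after avidin binding of uncleaved biotin substrate so inhibition keeps polarization high; 0% = DMSO wells and 100% = 60 µM reference IDE inhibitor Ii1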
Target sequence (P14735 whole entry, looked up): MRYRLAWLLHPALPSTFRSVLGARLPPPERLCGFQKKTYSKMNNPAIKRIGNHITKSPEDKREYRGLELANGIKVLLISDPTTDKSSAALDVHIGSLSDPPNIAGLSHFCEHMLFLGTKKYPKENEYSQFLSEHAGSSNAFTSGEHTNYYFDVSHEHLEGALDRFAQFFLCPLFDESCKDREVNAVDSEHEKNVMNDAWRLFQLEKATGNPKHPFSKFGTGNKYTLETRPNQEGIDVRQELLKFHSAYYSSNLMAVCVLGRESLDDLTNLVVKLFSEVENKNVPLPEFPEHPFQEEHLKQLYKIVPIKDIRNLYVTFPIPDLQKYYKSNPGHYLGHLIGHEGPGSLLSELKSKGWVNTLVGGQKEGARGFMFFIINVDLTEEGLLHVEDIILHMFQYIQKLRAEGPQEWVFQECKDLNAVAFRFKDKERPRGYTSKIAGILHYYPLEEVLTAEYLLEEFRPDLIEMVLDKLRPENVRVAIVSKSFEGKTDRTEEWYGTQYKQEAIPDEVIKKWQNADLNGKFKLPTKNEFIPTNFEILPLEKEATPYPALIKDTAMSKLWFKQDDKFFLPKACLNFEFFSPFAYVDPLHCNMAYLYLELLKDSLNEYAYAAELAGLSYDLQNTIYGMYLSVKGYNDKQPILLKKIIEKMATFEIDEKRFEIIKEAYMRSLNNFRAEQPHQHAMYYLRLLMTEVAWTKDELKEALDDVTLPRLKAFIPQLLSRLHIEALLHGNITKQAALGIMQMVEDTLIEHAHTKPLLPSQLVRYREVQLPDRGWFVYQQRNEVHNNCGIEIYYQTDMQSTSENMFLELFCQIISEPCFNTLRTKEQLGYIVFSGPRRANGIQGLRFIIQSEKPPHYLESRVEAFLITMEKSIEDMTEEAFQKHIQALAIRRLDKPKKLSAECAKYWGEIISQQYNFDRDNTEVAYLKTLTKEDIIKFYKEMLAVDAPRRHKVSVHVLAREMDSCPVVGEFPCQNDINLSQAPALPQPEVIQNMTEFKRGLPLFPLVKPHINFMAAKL
M4 antag = human M4 muscarinic receptor antagonists, primary screen, CHO cells, Fluo-8 calcium fluorescence. CHO-hM4 cells, ACh EC80. hit rate 0.73% among 360,000. inhibition, % at 3 µM;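 active means inhibition above its plate's cutoff, the mean inhibition of sample wells plus 3 SD, cut at about 27% in these data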;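 further: 0% = acetylcholine EC80 with DMSO and 100% = DMSO without agonist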
CRFR2-BP ag = agonists of CRF-BP/CRF-R2 complex, primary screen, cell-based, HEK293, calcium dye fluorescence, uHTS; calcium dye fluorescence (FLIPR); percent of saturating CRF peptide response; activation, % at 13.2 µM; hit rate 0.46% among 350,000; AID 588473, 2011;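 active means activation of at least 50%, plus an integration ratio under a set limit after plate pattern correction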;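 further: plate controls were neutral control wells without compound for no effect and CRF at EC100 for full effect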
* marks the source's active call; other numbers are inactive results; . = not tested or not shown.

SMILES	M5 PAM	CHRM4 PAM	CHRM4 agonist	M5 ag	CRFBP-R2 block	M5 antag	IDE inh	M4 antag	CRFR2-BP ag
O=C(NCC(c1ccco1)N1CCCCC1)C(c1ccccc1)c1ccccc1 (configuration not stated)	-28	-16	4	-15	10	21	1	4	2.1
Cc1c(OCC(=O)N2CCC[C@@H]2C(=O)O)ccc2c3c(c(=O)oc12)CCC3	3	-1	1	1	-6	-5	9	-1	4.8
Cc1ccccc1C(=O)Nc1ccnn1C1CCN(Cc2cnn(C)c2)CC1	1	-6	0	-3	-3	5	0	11	0.5
CCc1nc(N2CCN(C(=O)c3ccccc3)CC2)c(C#N)c2c1COC(C)(C)C2	-2	2	4	-7	-25	0	4	0	-4.7
COc1ccc(NC(=O)c2ccc3c(c2)OCCO3)cc1OC	0	-11	3	-3	0	14	0	10	-0.7
Cc1ccccc1C(=O)N1CCCC(N2CCN(Cc3ccc4c(c3)OCO4)CC2)C1 (configuration not stated)	-1	-1	1	-8	9	3	-3	-3	-1.1
COc1ccc(NC(=O)N2CCC(NC(=O)c3ccco3)CC2)cc1	-2	2	1	-3	-2	1	-5	0	0.4
O=C1N[C@@H](Cc2ccccc2)C(=O)N2[C@H]1C[C@]1([C@]34C[C@H]5C(=O)N[C@@H](Cc6ccccc6)C(=O)N5[C@H]3N(S(=O)(=O)c3ccccc3)c3ccccc34)c3ccccc3N(S(=O)(=O)c3ccccc3)[C@H]21	0	6	6	5	-8	3	5	9	1.2
O=C(NCCc1ccccc1)c1cccc([N+](=O)[O-])c1	-5	4	3	-2	11	3	0	-5	0.1
Cc1ccc(C)c(-n2cc(CN3CCNC(=O)CC3)c(-c3ccccc3)n2)c1	-7	1	2	-1	0	17	1	-4	-0.6
CSc1nc(N)nc2c1ncn2Cc1ccccc1	9	7	4	4	5	16	.	-2	-1.9
Brc1ccc2cccnc2c1	2	2	1	-2	-1	4	-2	-6	-0.4
CCc1ccc(/C=C2/SC(=S)N(CCC(=O)Nc3cccnc3)C2=O)cc1	-4	1	1	-3	-7	10	-1	-12	3.0
Cc1ccccc1SCC(=O)OCC(=O)Nc1sccc1C(N)=O	-19	-12	19	9	-7	40*	6	31*	-3.3
C[C@H](CO)N1C[C@H](C)[C@@H](CN(C)S(=O)(=O)c2ccccc2)Oc2ccc(NC(=O)Nc3ccc4c(c3)OCO4)cc2C1=O	0	-8	0	-2	12	2	9	11	-1.4
COC(=O)c1ccccc1NC(=O)CSc1nnc(-c2cccnc2)n1N	-5	-8	2	2	0	11	2	5	-1.3
COc1ccccc1CN1CC(C(=O)NCc2cc(C(C)C)no2)CCC1=O (configuration not stated)	-4	-3	1	-2	-4	0	2	2	1.8
CC1CCN(C(=O)c2cc(Cl)ccc2NC(=O)c2ccco2)CC1	4	-6	0	-3	-13	-8	-1	1	-1.2
N#CC1(Cc2ccc(Cl)cc2)c2ccccc2C=CN1C(=O)c1ccccc1 (configuration not stated)	-8	-8	-2	-5	-13	0	4	-2	1.6
NC(=O)CC(NC(=O)c1ccc(Br)cc1)c1ccc(NCc2ccc(F)c(F)c2)c([N+](=O)[O-])c1 (configuration not stated)	1	7	0	0	-1	4	2	1	-2.1
Cc1ccc(-n2ncc3c(N4CCC(C(N)=O)CC4)ncnc32)c(C)c1	-3	0	1	1	-19	2	-1	-2	7.0
Cc1ccnc(SCC(N)=O)n1	4	-4	1	1	-20	5	3	3	2.9
COc1ccc(Cl)cc1-c1cc(C(=O)NCc2cccc(C(F)(F)F)c2)[nH]n1	-4	-6	3	-3	.	3	.	-2	.
Cc1cnc(C(=O)NNC(=O)c2ccc(Br)cc2)cn1	4	2	0	0	-4	7	2	-13	0.0
COc1cccc(S(=O)(=O)NCc2ccc(C(=O)NCc3ccco3)cc2)c1	3	1	0	0	5	-1	0	16	-0.2
COc1ccc(-n2cccc2/C=C2/NC(=O)N(c3cccc(Cl)c3)C2=O)cc1	-5	-8	0	-1	6	2	-2	11	0.6
CC[C@]12C(=O)N(C)C[C@H]([C@@H]3C(=O)N(C)C(=O)[C@@H]31)N2C(=O)c1ccc(C(C)(C)C)cc1	5	-2	1	0	-8	6	.	3	-0.9
CC(=O)C1=C(C)NC(=S)NC1c1cccc([N+](=O)[O-])c1 (configuration not stated)	2	2	0	-6	2	9	0	-4	3.1
CC(=O)N(CCc1ccccc1C)Cc1cc2cc3c(cc2[nH]c1=O)OCO3	10	4	1	1	-10	1	7	11	-2.7
CC1CC2C3CCC4=CC(=O)C=CC4(C)[C@@]3(Cl)C(O)CC2(C)C1(O)C(=O)CO (some centres not stated)	-2	-2	2	0	-2	-2	0	-5	0.2
O=S(=O)([O-])C/C(=C\c1ccc(Cl)cc1)c1cc[n+](CCO)cc1	0	7	0	-2	-3	0	3	3	0.1
CCOC(=O)c1ccc(NC(=S)N2CCSC2c2ccc(OC)cc2)cc1 (configuration not stated)	-4	-6	4	11	-48	5	-1	7	37
O=C(NCC1CCCCC1)c1csc([C@@H]2C[C@H](O)[C@@H](CO)O2)n1	-2	6	1	0	.	4	.	-8	.
Cc1cc2nc(-c3ccc(F)cc3)c(Cc3ccsc3)n2c(C)c1Br	-7	0	1	-1	.	0	.	-9	.
Cc1cc(C)c(C(=O)CSc2n[nH]c(=O)n2C2CC2)cc1C	-9	-1	7	-2	7	-6	0	-4	-0.8
CC(=O)Nc1c2c(nn1-c1ccc(C)cc1C)CSC2	0	15	1	0	-6	16	2	18	0.6
CCOCCn1c(SC(C)C(C)=O)nc2c1c(=O)[nH]c(=O)n2C (configuration not stated)	2	-2	1	3	-9	3	-2	-2	0.1
COc1ccc(NC(=S)N2CCC(NC(=O)c3ccc(OC)cc3)CC2)cc1	5	-1	1	-1	-4	10	-1	9	0.1
Nc1cc2c(cc1Cl)-c1ccc(Cl)cc1C2	6	8	0	-1	-16	-1	.	-5	-3.9
CC(C)n1nc(C(=O)Nc2cccc(S(=O)(=O)NCc3ccco3)c2)c2ccccc2c1=O	-10	-23	8	-12	4	5	-3	-6	-1.2

Arranged by count of non-hydrogen atoms (rising): 3 of the compounds above
SMILES	M5 PAM	CHRM4 PAM	CHRM4 agonist	M5 ag	CRFBP-R2 block	M5 antag	IDE inh	M4 antag	CRFR2-BP ag
CC(=O)Nc1c2c(nn1-c1ccc(C)cc1C)CSC2	0	15	1	0	-6	16	2	18	0.6
CCOC(=O)c1ccc(NC(=S)N2CCSC2c2ccc(OC)cc2)cc1 (configuration not stated)	-4	-6	4	11	-48	5	-1	7	37
CC(C)n1nc(C(=O)Nc2cccc(S(=O)(=O)NCc3ccco3)c2)c2ccccc2c1=O	-10	-23	8	-12	4	5	-3	-6	-1.2

Later entries.
SMILES	M5 PAM	CHRM4 PAM	CHRM4 agonist	M5 ag	CRFBP-R2 block	M5 antag	IDE inh	M4 antag	CRFR2-BP ag
CC(=O)c1ccc(N2CCN(C(=O)C3CCN(S(=O)(=O)c4ccc5c(c4)CC(C)N5C(C)=O)CC3)CC2)cc1 (configuration not stated)	-11	-6	9	-4	-39	19	11	7	3.6
CN(C(=O)CN1C(=O)CCSc2ccc(S(=O)(=O)N3CCCC3)cc21)c1ccccc1	6	-4	2	-2	5	-2	2	3	-1.0
Cc1cc(NC(=O)CCl)n(-c2nc3ccccc3s2)n1	-4	-5	1	-1	-13	-2	2	2	0.0
Cn1c(C(=O)NCc2cccnc2)cc2sc(Cl)cc21	-2	-5	2	-3	9	-3	-9	-4	-4.0
Cn1c(SCc2cccc3ccccc23)nnc1-c1ccco1	-8	4	0	-5	-12	5	4	-9	-0.3
COc1ccc(C(=O)N/C(=C\c2ccccc2)C(=O)NCc2cccnc2)cc1	1	-7	1	-2	0	3	4	-4	0.0
Cc1ccc(S(=O)(=O)NCc2ccc(C(=O)NC3CCC(O)CC3)cc2)cc1C (configuration not stated)	-1	4	1	4	11	4	0	-3	-1.6
Cc1c(C)c2ccc(OCC(=O)NCCN3CCOCC3)cc2oc1=O	4	1	2	-1	3	-1	-2	2	0.2
O=C(O)Cc1csc2ccccc12	-2	2	1	-2	16	6	-3	-2	0.6
Cc1ccc(-c2csc3ncnc(Oc4ccc5c(C)cc(=O)oc5c4)c23)cc1	-4	3	2	0	-6	10	3	-1	3.1
COc1ccc(CNn2c(-c3cccs3)nc3ccccc3c2=O)cc1OC	-12	-13	14	-2	-35	16	6	11	0.7
COc1ccc(CCN2CC(C(=O)Nc3nnc(Cc4ccccc4)s3)CC2=O)cc1OC (configuration not stated)	-3	5	2	3	-10	5	-3	8	-0.1
Cc1cc(C(=O)NCc2ccco2)no1	1	3	0	1	-11	7	4	0	1.1
O=C(NN=C1C2CC3CC1CC(Cl)(C3)C2)c1ccccn1	-6	-4	0	-2	-4	6	-1	0	-1.7
CCC(CC)C(=O)c1c[nH]c(C(=O)NCc2ccco2)c1	-2	8	0	1	-3	-1	7	3	-0.4
Cn1c(=O)c2c(nc(Cl)n2Cc2ccc(Cl)c(Cl)c2)n(C)c1=O	0	11	1	-1	12	10	-5	3	-4.8
Cc1cccc(N2C(=O)/C(=C\c3ccc(C(=O)O)cc3)c3ccccc3C2=O)c1	3	-3	1	2	0	4	-1	1	0.9
O=C(NCc1cccnc1)c1ccccc1CCc1ccccc1	8	0	4	-8	16	-6	10	-1	-3.5
CCCn1c(SCC(=O)NCc2ccccc2)nnc1-c1ccncc1	2	14	1	-4	-11	-10	9	-8	-0.2
C/C(N)=C(/C#N)C(=O)CSc1nc2scc(-c3ccc(F)cc3)c2c(=O)n1C	-2	1	1	-1	-8	8	10	4	-0.7
O=C(Nc1cc(N2CCOCC2)ncn1)NC1(C(F)(F)F)Oc2ccccc2O1	4	4	1	-2	-4	-9	6	-23	-0.4
COc1ccc(N(CC(=O)NC2CCCC2)C(=O)Cn2nnc(-c3ccc(C)o3)n2)cc1	2	-3	1	-2	3	9	.	-1	-0.8
O=C(CCNC(=O)c1ccc(Br)cc1)NCc1ccccn1	6	5	1	1	-14	-4	1	-3	1.9
CCCN1Cc2cccc(C(N)=O)c2C1=O	-5	4	2	-3	3	10	-5	-4	0.7
COc1ccc(/C=N/NC(=O)c2ccc(Cl)cc2)cc1COC(C)=O	3	10	2	-1	-19	-2	4	10	-0.1
CC(C)N(Cc1nc(-c2ccccc2)no1)S(=O)(=O)c1ccccc1	-13	-5	12	-2	4	8	-2	-1	1.3
CCN(C(=O)COC(=O)Cn1cnc2c1c(=O)n(C)c(=O)n2C)C1CCS(=O)(=O)C1 (configuration not stated)	4	5	1	-4	-1	-4	1	-1	1.7
COC(=O)CCC(=O)Nc1cccc2c(NC(=O)CCC(=O)OC)cccc12	-2	2	0	-1	-8	-2	0	0	-0.1
CCOC(=O)C1CCN(CC(=O)Nc2c(C(=O)OC)[nH]c3cccc(C)c23)CC1	-5	1	3	-1	0	-6	1	-17	-1.5
CC1(c2ccc3noc(-c4ccc(Cl)cc4)c3c2)OCCO1	-2	-2	2	-1	-15	-3	-7	1	-1.0
